MEKK2 mut-MEK5 = signal of MEK5 binding to mutant human MEKK2 PB1 domain. bead flow cytometry, Alexa488-MEK5 binding to MEKK2 mutant. percent response, % at 10 µM. 290,000 compounds, 0.35% hits. AID 1530; in the data active = percent response above about 24%, passing the limit was not always enough; note: inactives centre near 1; some results filed as inactive read as strong as hits; reference of the scale not given here
IDE cell inh = cellular human IDE inhibition. inhibition, % at 5.59 µM. HEK cells, FAbetaB cleavage, fluorescence polarization. AID 434962. 320,000 compounds, 0.41% hits. P14735;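 active = percent inhibition above the average of all tested compounds plus 3 SD, set per screening campaign, cut at about 16% in these data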;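 note: IDE supplied by intact live HEK cells; FP after avidin binding of uncleaved biotin substrate so inhibition keeps polarization high; 0% = DMSO wells and 100% = 60 µM reference IDE inhibitor Ii1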
Target sequence (P14735 whole entry, looked up): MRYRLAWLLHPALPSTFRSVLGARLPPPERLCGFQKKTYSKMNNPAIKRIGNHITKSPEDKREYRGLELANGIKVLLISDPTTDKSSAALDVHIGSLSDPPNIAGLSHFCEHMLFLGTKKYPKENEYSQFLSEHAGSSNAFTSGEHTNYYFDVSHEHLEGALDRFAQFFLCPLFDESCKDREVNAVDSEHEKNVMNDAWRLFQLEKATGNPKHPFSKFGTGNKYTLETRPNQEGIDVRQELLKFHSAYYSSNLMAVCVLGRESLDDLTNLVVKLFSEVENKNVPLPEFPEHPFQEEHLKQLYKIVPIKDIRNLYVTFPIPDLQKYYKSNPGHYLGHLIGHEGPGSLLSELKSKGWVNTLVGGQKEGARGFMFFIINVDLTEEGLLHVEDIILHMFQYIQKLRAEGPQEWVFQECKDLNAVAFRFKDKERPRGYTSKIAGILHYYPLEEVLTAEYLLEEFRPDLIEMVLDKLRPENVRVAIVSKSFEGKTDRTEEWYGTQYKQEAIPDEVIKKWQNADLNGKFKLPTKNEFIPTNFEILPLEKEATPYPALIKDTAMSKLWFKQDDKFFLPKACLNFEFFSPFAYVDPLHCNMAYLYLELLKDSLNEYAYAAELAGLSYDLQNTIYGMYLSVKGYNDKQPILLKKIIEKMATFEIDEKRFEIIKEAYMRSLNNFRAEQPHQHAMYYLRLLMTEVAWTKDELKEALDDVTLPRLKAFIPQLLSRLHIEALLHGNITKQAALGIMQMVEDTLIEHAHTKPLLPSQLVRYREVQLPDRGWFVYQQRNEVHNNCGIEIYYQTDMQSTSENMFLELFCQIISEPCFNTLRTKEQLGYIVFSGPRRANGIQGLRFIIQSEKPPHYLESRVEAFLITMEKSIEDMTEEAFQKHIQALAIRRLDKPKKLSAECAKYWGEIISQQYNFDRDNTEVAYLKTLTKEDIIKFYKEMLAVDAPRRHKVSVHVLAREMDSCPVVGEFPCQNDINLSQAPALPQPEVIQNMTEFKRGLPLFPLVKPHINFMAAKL
MEKK3 PB1 HTS = raises or lowers MEK5 binding to the human MEKK3 PB1 domain | binding response (% of control), % at 10 µM | AID 1529 | Q99759 | 290,000 compounds, 1.4% hits | bead-based flow cytometry, Alexa488-MEK5 binding to MEKK3; actives lie on both sides; 0 = blocked by unlabeled MEK5, 100 = vehicle;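 active = binding response more than 3 SD above or below the average of its plate-row segment, actives on both sides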;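 note: Alexa488 bead fluorescence after subtracting the streptavidin-only scavenger bead signal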
IDE cell activ = activators of human insulin-degrading enzyme in cells; 340,000 compounds, 0.073% hits; activation, % at 5.96 µM; HEK cells, FAbeta-B cleavage, fluorescence polarization; 0% vehicle, 100% cell-free pure enzyme wells; AID 493087;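 active = activation above the mean of all tested compounds plus 3 SD, set per screening campaign, cut at about 17% in these data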
NALP1 yeast inh = blocks the NALP1 inflammasome reconstituted in yeast. S. cerevisiae NALP1/ASC/caspase-1 growth, X-gal OD620, 72 h. inhibition, % at 10 µM. 280,000 compounds, 0.61% hits. AID 2071; in the data active = inhibition mostly above about 24%, no sharp cut-off; inactive = mostly below about 32%; note: some compounds called inactive have numbers as strong as hits
M18AAP inhibitor = blocks P. falciparum M18 aspartyl aminopeptidase; recombinant PfM18AAP, H-Glu-NHMec fluorogenic cleavage; inhibition, % at 7.35 µM; 290,000 compounds, 1.2% hits;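 active = inhibition above the campaign mean inhibition over all tested compounds plus 3 SD, cut at about 28% in these data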;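 note: 0% = plate median of test compound wells and 100% = 2 mM ZnCl2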
SUMO HTRF inh = inhibitors of human SUMOylation (UBC9) | 290,000 compounds, 0.36% hits | AID 2006 | inhibition, % at 35 µM | P63279 | HTRF SUMOylation assay, SAE1/SAE2 + UBC9, in vitro; in the data active = inhibition above about 50%, passing the limit was not always enough; note: strong numbers were not always called active
MEKK2 WT-MEK5 = raises or lowers MEK5 binding to wildtype human MEKK2 PB1 domain; 290,000 compounds, 1.1% hits; AID 1531; binding response (% of control), % at 10 µM; Q9Y2U5; bead flow cytometry, Alexa488-MEK5 binding to MEKK2 WT; actives lie on both sides; in the data active = binding response below about 67% or above about 130%
pCIP destab = compounds decreasing mouse p/CIP protein stability. Q05BA5. F442A p/CIP-EGFP cells, EGFP fluorescence, 16 h. decrease of EGFP signal, % at 10 µM. 290,000 compounds, 0.01% hits. AID 1984;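 active = EGFP signal decrease of at least 30% at 10 µM or well 3 SD below plate mean, unless failing retest; inactive = the rest, including hits failing retest or dose response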; note: some compounds called inactive have numbers as strong as hits; many of its hits are not listed in these tables
* = called active by the depositor; x = not tested or not shown. An excerpt, so the mix of outcomes need not match the whole.

#1 CCn1nc([N+](=O)[O-])c(C(C#N)c2nc3cc(C(F)(F)F)ccc3s2)c(Cl)c1=O (stereo not drawn)
#2 CN(C)c1ccc(NC(=O)c2ccc(Cn3cc([N+](=O)[O-])cn3)cc2)cc1
#3 CC(=O)c1cccc(NC(=O)c2cccc(N3C(=O)c4ccccc4C3=O)c2)c1
#4 CN(C(=O)C1CCC(=O)N(CCc2ccc(Cl)cc2)C1)C1CCOCC1 (stereo not drawn)
#5 CCCCC(OC(=O)c1cc2occc2n1C)C(=O)NCC1CCCO1 (stereo not drawn)
#6 COc1ccc2c(c1)CC/C2=N\OC(=O)c1ccccc1OC
#7 CN(C)c1nc(=Nc2cccc(Cl)c2)ss1
#8 CCC1CCC2(CC1)NC(=O)N(CC(=O)Nc1cc(C)on1)C2=O (stereo not drawn)
#9 CCCCCn1c(CN2CCCCC2CC)nc2c1c(=O)n(C)c(=O)n2C (stereo not drawn)
#10 CCOC(=O)C1=CSC2=NS(=O)(=O)CCN12

Compound | 1 | 2 | 3 | 4 | 5 | 6 | 7 | 8 | 9 | 10
MEKK2 mut-MEK5 | 1 | -13 | 0 | -3 | 2 | 3 | 7 | -1 | 11 | -6
IDE cell inh | 7 | 4 | 0 | -4 | 6 | 2 | -2 | 4 | 0 | 0
MEKK3 PB1 HTS | 103 | 85 | 103 | 96 | 96 | 103 | 106 | 100 | 113 | 79
IDE cell activ | 8 | 1 | 6 | 6 | 0 | -3 | -9 | 0 | -2 | 2
NALP1 yeast inh | 4 | -4 | 14 | 4 | -6 | -3 | 37 | 33 | x | 18
M18AAP inhibitor | -14 | 11 | -1 | -7 | 2 | -5 | 26 | -6 | -2 | 4
SUMO HTRF inh | 30 | 0 | 36 | 10 | 34 | -8 | 25 | -8 | 2 | 14
MEKK2 WT-MEK5 | 101 | 78 | 98 | 102 | 96 | 103 | 112 | 102 | 113 | 80
pCIP destab | -10 | -1 | 6 | -12 | -13 | 4 | -4 | -10 | -11 | 13

#11 CCOC(=O)Cc1nnc(NC(=O)C(CC)Sc2nc(C)cc(=O)[nH]2)s1 (stereo not drawn)
#12 O=C(O/N=C1\C(=O)N(c2ccccc2)c2ccccc21)C1CC1
#13 CCOC(=O)CCc1c(C)c(C#N)c2nc3ccccc3n2c1-n1cnc2ccccc21
#14 O=C(CN1CCN(C(=O)c2ccccc2)CC1)Nc1ncc(Br)cc1Br
#15 O=C(Cn1cc2c(n1)CCCCC2)N1CCc2ccccc2C1
#16 Cc1cc(C)c(C)c(S(=O)(=O)Nc2ccc(O)cc2)c1C
#17 CCc1nnc(NC(=O)C2CC(=O)N(C3CCCC3)C2)s1 (stereo not drawn)
#18 C[C@]1(C(=O)NCCCNc2ncc(C(F)(F)F)cc2Cl)C=C[C@@H](Cc2ccccc2)N1C(=O)c1ccccc1
#19 COc1ccc(NC(=O)CCC(=O)Nc2nnc(CC(C)C)s2)cc1Cl
#20 Fc1ccccc1CSc1nnc(-c2cnccn2)n1Cc1ccco1

Compound | 11 | 12 | 13 | 14 | 15 | 16 | 17 | 18 | 19 | 20
MEKK2 mut-MEK5 | -6 | -1 | -3 | -1 | 1 | -8 | 1 | -5 | 2 | x
IDE cell inh | -3 | -2 | -2 | -2 | 5 | 8 | 2 | 2 | 4 | 2
MEKK3 PB1 HTS | 93 | 101 | 100 | 98 | 99 | 92 | 102 | 95 | 103 | x
IDE cell activ | -4 | -1 | -3 | 4 | 4 | -6 | -3 | -3 | 3 | -2
NALP1 yeast inh | 29 | -34 | 0 | 7 | 26 | 0 | 6 | 36 | 18 | -13
M18AAP inhibitor | 6 | 6 | -12 | 2 | -2 | -16 | 7 | 0 | 3 | -30
SUMO HTRF inh | 4 | -10 | 22 | 11 | -3 | -1 | -5 | -8 | 1 | 6
MEKK2 WT-MEK5 | 95 | 97 | 97 | 101 | 99 | 92 | 97 | 93 | 107 | x
pCIP destab | -4 | 3 | -2 | -5 | -8 | -9 | -20 | -9 | 15 | -9

#21 Cc1ccc2nc3c(c(N)c2c1)CCN3c1ccccc1
#22 O=C(Nc1ccc2oc(=O)ccc2c1)c1cc2ccccc2o1
#23 Cc1cc(NS(=O)(=O)c2ccc(NC(=O)COc3ccc(Cl)cc3)cc2)no1
#24 CN(Cc1ccccc1)C(=O)C(C(=O)c1ccc(F)cc1)n1cc(Cl)ccc1=O (stereo not drawn)
#25 CCOC(=O)c1nsnc1NCCSC(=N)N
#26 COc1ccc(NC2=NCCC(=O)N2Cc2cccs2)cc1
#27 CCOC(=O)N1CCN(c2nc(-c3ccc(F)cc3)cs2)CC1
#28 Cc1cc(N2CCN(C)CC2)nc2ccc(NC(=S)N3CCN(c4ccccn4)CC3)cc12
#29 O=C(N/N=C/c1ccncc1)C1CC1(c1ccccc1)c1ccccc1 (stereo not drawn)
#30 CCC(=O)Nc1cc2c(cc1C(=O)c1ccccc1)OCCO2

Compound | 21 | 22 | 23 | 24 | 25 | 26 | 27 | 28 | 29 | 30
MEKK2 mut-MEK5 | -6 | 5 | x | -7 | -1 | -1 | -4 | 8 | 9 | -4
IDE cell inh | -2 | 4 | -4 | 12 | 6 | 4 | 17* | 3 | 4 | 3
MEKK3 PB1 HTS | 78 | 73 | x | 99 | 103 | 97 | 100 | 111 | 105 | 92
IDE cell activ | -2 | 3 | 0 | -4 | 4 | 3 | -7 | 4 | 6 | 3
NALP1 yeast inh | 21 | 5 | 3 | 9 | 21 | -4 | 2 | 8 | 30 | -1
M18AAP inhibitor | 13 | -3 | -3 | -13 | -16 | 0 | 1 | -4 | 0 | -3
SUMO HTRF inh | 1 | 34 | 1 | 4 | -4 | -5 | 7 | 9 | 12 | 10
MEKK2 WT-MEK5 | 93 | 89 | x | 94 | 105 | 96 | 95 | 126 | 94 | 97
pCIP destab | 4 | -9 | -4 | 13 | 1 | -6 | 4 | 5 | -4 | -1

8 entries from above, as tab-separated lines.
nr	Compound	MEKK2 mut-MEK5	IDE cell inh	MEKK3 PB1 HTS	IDE cell activ	NALP1 yeast inh	M18AAP inhibitor	SUMO HTRF inh	MEKK2 WT-MEK5	pCIP destab
23	Cc1cc(NS(=O)(=O)c2ccc(NC(=O)COc3ccc(Cl)cc3)cc2)no1	x	-4	x	0	3	-3	1	x	-4
24	CN(Cc1ccccc1)C(=O)C(C(=O)c1ccc(F)cc1)n1cc(Cl)ccc1=O (stereo not drawn)	-7	12	99	-4	9	-13	4	94	13
25	CCOC(=O)c1nsnc1NCCSC(=N)N	-1	6	103	4	21	-16	-4	105	1
26	COc1ccc(NC2=NCCC(=O)N2Cc2cccs2)cc1	-1	4	97	3	-4	0	-5	96	-6
27	CCOC(=O)N1CCN(c2nc(-c3ccc(F)cc3)cs2)CC1	-4	17*	100	-7	2	1	7	95	4
28	Cc1cc(N2CCN(C)CC2)nc2ccc(NC(=S)N3CCN(c4ccccn4)CC3)cc12	8	3	111	4	8	-4	9	126	5
29	O=C(N/N=C/c1ccncc1)C1CC1(c1ccccc1)c1ccccc1 (stereo not drawn)	9	4	105	6	30	0	12	94	-4
30	CCC(=O)Nc1cc2c(cc1C(=O)c1ccccc1)OCCO2	-4	3	92	3	-1	-3	10	97	-1

Additional results follow:
#31 O=C(NCC12CC3CC(CC(C3)C1)C2)c1nn2c(c1Cl)NC(c1ccco1)CC2C(F)(F)F (stereo not drawn)
#32 CCCCCC(=O)N1CC2(CC(c3cccc(NC(=O)COc4ccc(Cl)cc4)c3)=NO2)C[C@@H]1C(N)=O (stereo partly drawn)
#33 CC(=O)Nc1ccc(NC(=O)Nc2cccc(C)c2C)cc1
#34 O=C(OCN1C(=O)c2ccccc2C1=O)c1cccs1
#35 Cc1nnc(NC(=O)Cn2c(=O)sc3ccccc32)s1
#36 COCCNc1nc2c(c(=O)n(Cc3cccc(Br)c3)c(=O)n2C)n1C
#37 CC(C)OC(=O)CSc1nnc(-c2cnccn2)n1C
#38 Cc1ccn2c(NC3CCCC3)c(-c3ccncc3)nc2c1
#39 CCCCc1nc2ccc(S(=O)(=O)O)cc2[nH]1
#40 O=C(Nc1sc2c(c1C(=O)NCCO)CCCC2)c1ccco1

Compound | 31 | 32 | 33 | 34 | 35 | 36 | 37 | 38 | 39 | 40
MEKK2 mut-MEK5 | x | -15 | -6 | 7 | 14 | 4 | 4 | -4 | 9 | 2
IDE cell inh | 10 | 3 | -1 | 3 | 2 | 9 | -4 | -1 | 4 | 2
MEKK3 PB1 HTS | x | 80 | 99 | 102 | 107 | 99 | 104 | 112 | 102 | 108
IDE cell activ | 1 | -7 | -1 | -2 | 4 | -3 | 5 | -3 | 6 | 5
NALP1 yeast inh | 10 | x | -6 | -16 | 20 | 10 | 14 | 11 | -11 | 4
M18AAP inhibitor | 5 | x | -3 | -1 | 0 | -2 | -7 | 2 | 2 | 6
SUMO HTRF inh | 6 | 10 | -2 | -15 | 16 | 2 | 12 | 9 | -4 | -13
MEKK2 WT-MEK5 | x | 85 | 94 | 108 | 112 | 102 | 105 | 105 | 100 | 104
pCIP destab | 14 | -12 | 2 | -15 | -4 | 6 | 2 | -13 | -17 | 4

#41 O=C(OCc1cncs1)c1ccccc1
#42 CC(=O)Nc1ccc(CN2CCC(CO)(CCOc3ccccc3)CC2)cc1
#43 Cc1cccc(N2CCN(C(=O)c3ccc4c(c3)CCN4S(C)(=O)=O)CC2)c1C
#44 CC(=O)c1ccc(N(C(=O)CS(=O)CC(=O)Nc2ccc(F)cc2)C(C(=O)NC2CCCCC2)c2cccs2)cc1 (stereo not drawn)
#45 Clc1ccc(-c2noc(CN(Cc3ccccn3)CC3CCCO3)n2)cc1 (stereo not drawn)
#46 Cc1cccc(NC(=O)c2ccc3c(c2)C(=O)N(Cc2cccnc2)C3=O)c1C
#47 O=C(CSc1ccc(F)cc1)Nc1ccccc1Br
#48 N#Cc1nc(N)nc(N(c2ccccc2)c2ccccc2)n1
#49 CCC(C)c1ccc(NC(=S)Nc2ccc(OC)cc2C)cc1 (stereo not drawn)
#50 COc1ccc2nc3c(nc2c1)CCCC3
#51 COc1ccc(N=C(C)C2=C(O)c3ccccc3C2=O)cc1
#52 O=C(NCc1nnc(SCC(=O)N2CCOCC2)o1)c1cccs1
#53 CC(=O)c1csc(COc2ccc(Cl)cc2)n1

Compound | 41 | 42 | 43 | 44 | 45 | 46 | 47 | 48 | 49 | 50 | 51 | 52 | 53
MEKK2 mut-MEK5 | 1 | 13 | 0 | -2 | -4 | 4 | -3 | -3 | 8 | -4 | -2 | -10 | -2
IDE cell inh | -3 | 7 | 13 | -1 | -1 | 2 | 0 | 1 | 2 | 3 | 18* | -3 | 0
MEKK3 PB1 HTS | 102 | 106 | 103 | 89 | 114 | 103 | 103 | 94 | 103 | 102 | 95 | 89 | 100
IDE cell activ | 3 | 0 | -3 | 2 | -1 | 2 | 1 | -1 | 1 | 0 | -5 | 0 | 3
NALP1 yeast inh | -3 | 14 | 26 | 25 | -7 | 15 | -3 | 5 | 16 | 7 | 32 | 9 | 0
M18AAP inhibitor | -8 | -5 | 1 | 3 | 8 | 3 | 3 | 3 | -3 | -11 | 0 | -10 | -1
SUMO HTRF inh | -6 | 10 | -7 | 22 | -1 | 0 | 12 | -10 | 23 | -12 | -3 | 11 | -2
MEKK2 WT-MEK5 | 102 | 120 | 101 | 92 | 104 | 106 | 95 | 93 | 109 | 103 | 96 | 88 | 101
pCIP destab | 16 | -5 | -8 | 4 | 2 | 0 | 0 | -7 | 1 | 0 | -12 | 12 | 7
